# VIM-2 inh: inhibitors of Pseudomonas aeruginosa VIM-2 metallo-beta-lactamase; inhibition, % at 5.6 µM; purified VIM-2, nitrocefin hydrolysis, epi-absorbance fluorescence; AID 1527; 0.89% of 290,000 active;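 active means inhibition above the mean of all tested compounds plus 3 SD, cutoff set per screening run, cut at about 7.5% in these data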;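 further: red hydrolysis product quenches plate fluorescence so inhibitors raise well fluorescence; 0% = enzyme with DMSO and 100% = DMSO without enzyme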
# PHOSPHO1 block: PHOSPHO1 (human) inhibition; Q8TCT1; 1.1% of 290,000 active; inhibition, % at 13.3 µM; recombinant PHOSPHO1, absorbance phosphatase assay; in the data active means inhibition above about 60%
# OXTR ag: activates the human oxytocin receptor | CHO-OTR cells, Fluo-8 calcium fluorescence; normalized: DMSO 0%, oxytocin 100% | activation, % at 3 µM | 0.32% of 320,000 active | AID 2435;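 active means activation above the mean of all tested compounds plus 3 SD, cutoff set per screening run, cut at about 20% in these data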;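 further: peak over basal fluorescence ratio from a 100 s FLIPR kinetic read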
# GPR7 antag: human neuropeptides B/W receptor 1 antagonism. inhibition, % at 4.4 µM. GPR7-expressing cells, fluorescence antagonist assay. 1.1% of 290,000 active. AID 1861. P48145; in the data active means inhibition above about 16%, passing the limit was not always enough;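 further: cells stimulated with the agonist NPW; 0% = agonist with vehicle and 100% = vehicle without agonist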
# Target sequence (P48145 whole entry, looked up): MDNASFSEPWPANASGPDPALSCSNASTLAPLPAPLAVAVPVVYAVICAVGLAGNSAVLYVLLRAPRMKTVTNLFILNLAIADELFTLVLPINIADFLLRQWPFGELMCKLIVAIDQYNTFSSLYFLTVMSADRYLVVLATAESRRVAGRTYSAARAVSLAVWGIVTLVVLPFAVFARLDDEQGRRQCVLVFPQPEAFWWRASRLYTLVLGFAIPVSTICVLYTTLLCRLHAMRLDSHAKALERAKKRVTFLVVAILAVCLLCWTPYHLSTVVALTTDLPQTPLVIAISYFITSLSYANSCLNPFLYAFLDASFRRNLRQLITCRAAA
# DNA FID counter: counter-screen for HCV NS3 helicase inhibitors: DNA intercalator displacement; DNA fluorescent intercalator displacement, fluorescence; inhibition, % at 7.9 µM; 0.17% of 290,000 active; in the data active means inhibition above about 37%;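 further: 0% = vehicle and 100% = reference compound; higher means more ethidium bromide displaced from hairpin DNA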
# V1R ag counter: activates human V1a receptor in oxytocin agonist counter-screen; CHO-V1R cells, Fluo-8 calcium fluorescence, agonist mode; 0% DMSO, 100% 3 nM vasopressin; activation, % at 3 µM; 0.25% of 320,000 active;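 active means activation above the mean activation of all tested compounds plus 3 SD, per screening run, cut at about 20% in these data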;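 further: signal is peak over basal fluorescence ratio across a 100 second FLIPR read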
# Target sequence (P37288 whole entry, looked up): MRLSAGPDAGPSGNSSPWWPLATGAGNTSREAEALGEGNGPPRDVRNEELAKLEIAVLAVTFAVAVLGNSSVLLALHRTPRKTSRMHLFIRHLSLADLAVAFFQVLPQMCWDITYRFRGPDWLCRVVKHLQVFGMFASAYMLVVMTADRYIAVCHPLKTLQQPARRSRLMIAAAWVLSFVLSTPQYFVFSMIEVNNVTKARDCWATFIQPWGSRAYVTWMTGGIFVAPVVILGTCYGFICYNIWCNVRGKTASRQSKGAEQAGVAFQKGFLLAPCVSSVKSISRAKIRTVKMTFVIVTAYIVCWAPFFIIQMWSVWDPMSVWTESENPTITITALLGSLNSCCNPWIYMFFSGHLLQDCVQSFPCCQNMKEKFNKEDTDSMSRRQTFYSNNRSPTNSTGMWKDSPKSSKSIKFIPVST
# NS3 helicase inh: HCV NS3 helicase inhibition | NS3 helicase DNA unwinding, Cy5 molecular beacon fluorescence | inhibition, % at 10.9 µM | 0.56% of 290,000 active;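 active means inhibition above the mean of all tested compounds plus 3 SD, set per campaign, cut at about 35% in these data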;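 further: 0% = DMSO wells and 100% = thioflavine S control wells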
#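 Test system: hepatitis C virus NS3 helicase domain fragment enzyme. Also added: annealed dual-labelled DNA beacon duplex, ATP-started. Timing: 60 min unwinding reaction at 25 °C after ATP addition. Technique: Cy5 fluorescence. Measure: % inhibition of unwinding.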
# IMP-1 inh: inhibitors of Pseudomonas aeruginosa IMP-1 metallo-beta-lactamase | purified IMP-1, nitrocefin hydrolysis, epi-absorbance fluorescence | 0.45% of 290,000 active | inhibition, % at 5.6 µM;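 active means inhibition above the mean plus 3 SD of all compounds in the same screening run, cut at about 4.5% in these data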;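 further: 0% = IMP-1 with DMSO and 100% = DMSO wells lacking enzyme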
#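 Assay system: purified recombinant IMP-1 beta-lactamase. Input: IMP-1 0.2 nM before substrate addition. Buffer or medium: Zinc- and detergent-supplemented HEPES buffer, pH 7.1. Schedule: 25 °C, 15 min preincubation, 25 min reaction. Signal: Epi-absorbance fluorescence, 480 nm excitation, 530 nm emission. Evaluation: percent inhibition from optical density relative to buffer-blank wells.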
# GalR3 antag: antagonists of human GalR3; AID 651719; O60755; HEK293 GalR3-CNG cAMP membrane potential fluorescence; galR3 body fused to GalR1 C-terminus; 0.44% of 360,000 active; inhibition, % at 3 µM;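 active means inhibition above the screen-wide average plus 3 SD, cut at about 13% in these data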;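 further: forskolin and galanin both at EC90 stimulate the cells; cAMP rise reported by CNG channel membrane potential dye signal; 0% = forskolin plus galanin with DMSO and 100% = forskolin alone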
# Target sequence (O60755 1-299 limits assumed): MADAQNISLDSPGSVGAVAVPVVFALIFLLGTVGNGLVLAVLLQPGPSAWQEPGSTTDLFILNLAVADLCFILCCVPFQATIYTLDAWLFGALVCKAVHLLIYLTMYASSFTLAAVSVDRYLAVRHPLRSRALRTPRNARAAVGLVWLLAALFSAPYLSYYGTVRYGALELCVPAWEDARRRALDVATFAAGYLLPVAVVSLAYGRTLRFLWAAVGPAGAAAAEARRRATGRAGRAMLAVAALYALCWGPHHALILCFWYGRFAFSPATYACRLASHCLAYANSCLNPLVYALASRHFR
# An asterisk follows results filed as active; x = no result given.
SMILES,VIM-2 inh,PHOSPHO1 block,OXTR ag,GPR7 antag,DNA FID counter,V1R ag counter,NS3 helicase inh,IMP-1 inh,GalR3 antag
CC(CN1CCC(O)CC1)c1ccccc1 (stereo unspecified),-0.2,14,1.0,-22,-2,0.9,-2,-0.2,0
COC(=O)c1c2c(nc3ccccc13)CCC2,-1.4,-9,-0.2,-3,-4,1.4,0,-2.0,-3
NC(=O)c1ccc(NC(=O)COC(=O)c2cc(S(=O)(=O)N3CCOCC3)ccc2N2CCCCC2)cc1,-3.6,23,0.9,-14,-15,1.3,-2,-2.8,6
O=C(c1ccc(Cl)c(S(=O)(=O)N2CCCC2)c1)N1CCN(c2ccc(F)cc2)CC1,-1.5,-108,-1.2,-7,-24,2.0,4,-0.6,-7
O=C(CSc1nc2[nH]ncc2c(=O)[nH]1)N1CCCC1,1.0,1,-1.6,5,0,-0.3,-10,0.6,-1
CCCNC(=O)NNC(=O)c1ccc(F)cc1,1.3,12,0.1,-4,-6,0.1,4,-5.3,-3
O=C(c1ccccc1Cl)N1N=C(c2ccc(Br)cc2)CC1c1nc2ccccc2[nH]1 (stereo unspecified),-2.2,46,-1.9,13,0,-0.5,8,-1.6,-3
COc1cc(O)c(C(CCN2CCCC2)c2ccc(N(C)C)cc2)c(OC)c1 (stereo unspecified),x,-9,0.7,x,x,0.6,x,x,-5
COC(=O)c1sc(-c2ccc(Cl)cc2)cc1NC(=O)CSCC(=O)O,-0.1,18,5.0,-15,-25,18,29,-3.6,1
Clc1ccc(SCc2cc(Cl)nc(-c3ccccc3)n2)cc1,-1.5,x,-0.2,-4,0,0.6,5,-1.4,-10
COc1cccc(CN2CCNC(=O)C2CC(=O)N2CCCCO2)c1OC (stereo unspecified),-4.3,59,1.0,-8,-6,0.6,-1,-3.7,-6
Nc1nc2ncc(-c3ccsc3)c(N)n2n1,1.0,-16,0.7,-19,-2,0.0,-15,-0.6,-2
COc1cccc(/C=N/NC(=O)C(=O)N2CCCCCC2)c1O,-3.8,18,0.0,-16,-18,-0.5,3,-2.2,-2
CCOC(=O)C1=C(C)NC(C)=C(C(=O)OCC)C1C(=O)OCC(=O)N(CC)C1CCS(=O)(=O)C1 (stereo unspecified),-4.4,8,1.3,-12,-20,0.3,19,-0.7,-3
O=C(CCN1C(=O)C2C3CCC(C3)C2C1=O)Nc1ccccc1C(F)(F)F (stereo unspecified),-1.0,42,0.5,-1,-4,0.1,1,-1.7,-7
Cn1ncc(C(=O)Nc2ccc(OC(F)(F)F)cc2)c1-n1cccc1,-0.1,13,-2.6,-5,-21,0.1,-4,-0.8,3
Cc1cc(C(F)(F)F)c(C#N)c(SCC(=O)NC(C)(C)C)n1,-4.0,18,-0.9,-7,-10,-1.2,-9,-3.2,-1
O=S(=O)(c1ccc(Oc2ccc(S(=O)(=O)N3CCOCC3)cc2)cc1)N1CCOCC1,-2.5,-16,4.4,0,-1,4.6,4,-2.4,-2
NC(=O)c1ccsc1NC(=O)CSc1nc2ccccc2c(=O)n1CCCO,0.3,-14,7.1,1,-17,11,3,-3.7,-4
CC(=O)Nc1ccc(CN2CCCCCCC2)cc1,-1.7,21,0.5,4,3,1.4,4,-2.1,-3
OCCC1CN(Cc2ccc(Oc3ncccn3)cc2)CCN1C1CCCCC1 (stereo unspecified),-1.2,-26,-0.2,-4,1,0.4,1,-1.9,-4
COc1ccc(CCC(=O)NC2CCCc3ccccc32)cc1OC (stereo unspecified),-0.5,39,0.9,20,-8,0.5,25,2.5,-10
CC(OC(=O)c1ccc(Cl)c(S(=O)(=O)N2CCOCC2)c1)C(=O)NC1CCCCC1C (stereo unspecified),-3.9,41,0.5,-2,-31,5.0,11,-1.3,1
Cc1ccc(/C(O)=C2/C(=O)C(=O)N(CCCn3ccnc3)C2c2ccccn2)cc1 (stereo unspecified),-2.8,42,x,9,1,x,3,-2.2,x
C/C=C/Cn1c(Br)nc2c1c(=O)[nH]c(=O)n2C,-4.0,10,1.2,-11,-1,1.4,8,-2.8,x
Cc1cc(C)nc(N2CCCC(C(=O)Nc3ccc4c(c3)OCCO4)C2)n1 (stereo unspecified),-3.4,4,-0.9,-5,-4,1.7,1,-5.2,-6
COc1cc(NC(=O)c2sc(C)nc2C)c(OC)cc1NC(=O)c1ccccc1,6.0,33,-1.8,-22,-31,0.0,-12,-3.2,-6
Cn1cc(CN(CCCN2CCOCC2)C(=S)Nc2cccc(Cl)c2)c2ccccc21,2.3,-11,5.3,5,11,4.4,-14,0.9,-4
CCC(C)[C@H](NC(=O)Nc1ccc2c(c1)OCCO2)C(=O)OC (stereo partly specified),-0.8,12,0.0,9,-11,0.6,16,-1.2,-6
O=C(CS(=O)(=O)c1cn(CC(=O)N2CCOCC2)c2ccccc12)Nc1ccccc1,-0.2,-5,0.1,-9,-4,-1.1,9,-2.8,-3
COCCNC(=O)C1(S(=O)(=O)c2ccccc2)CC=CC1,-1.6,20,1.1,-11,-1,0.5,21,-1.9,0
COc1ccc(-n2c(C)cc(C(=O)COC(=O)c3cc(OC)c(OC)cc3NC(=O)c3cccs3)c2C)cc1,4.1,-12,-0.2,27*,0,-0.2,6,-0.2,0
Cc1ccccc1Oc1cc(NC(=O)CCCn2nc(C)c([N+](=O)[O-])c2C)cc([N+](=O)[O-])c1,-3.3,-7,3.1,-12,0,5.2,-2,-2.1,1
Cc1ccc(C(=O)NC(=S)Nc2ccc3c(c2)OCCO3)c(C)c1,-4.7,22,1.0,-4,-15,0.6,11,-0.9,-1
COC(=O)c1ccc(Cn2nc(-c3ccc(C)cc3)ccc2=O)cc1,-1.9,33,7.6,12,-30,5.8,-11,-0.2,-3
CCOc1ccccc1NC(=O)Cn1nnc(C(=O)NCc2ccc3c(c2)OCO3)c1N,1.3,26,3.3,15,-31,7.8,-20,-2.4,1
CCc1c(C)sc2nc3c(C(=O)N4CCOCC4)cc(C(=O)c4cc(F)ccc4O)cn3c(=O)c12,1.1,12,0.6,-4,1,1.7,-20,0.1,0
Cc1cccc(N(C(=O)c2snc(C(N)=O)c2N)C(C(=O)NC2CCCC2)c2ccncc2)c1 (stereo unspecified),-1.1,36,-0.3,-14,-21,-1.1,-1,-0.8,-6
COc1cc([N+](=O)[O-])ccc1NC(=O)NCc1cccnc1,-0.6,10,-0.5,-12,2,-0.2,-2,-2.2,-2
COc1ccc(C)cc1-n1nnnc1SCC(=O)c1ccc2c(c1)OCCO2,3.1,-8,-0.9,-5,-4,0.2,-6,-1.2,5
Cc1ccc(C(=O)C2CCN(CC(=O)N3CCN(c4ccc(F)cc4)CC3)CC2)cc1,-0.8,-3,2.9,-12,0,4.0,-28,0.5,-10
CC1CC1C(=O)Nc1cc(C(F)(F)F)ccc1N1CCOCC1 (stereo unspecified),-0.1,10,-0.8,11,-22,-1.1,5,2.7,-4
CCOc1ccccc1NC(=O)Nc1ccc2c(c1)OCO2,0.6,53,-1.2,-1,-4,0.5,-3,-0.2,-1
CN(C)Cc1ccccc1Sc1cccc2ccccc12,-4.4,2,-0.1,5,12,0.7,-42,-2.1,0
COc1ccccc1NC(=O)c1ccc(NS(=O)(=O)c2ccc(F)c(Cl)c2)cc1,-1.3,-18,0.2,-13,-12,2.5,5,-3.0,0

# Single records (already shown).
# Cc1cccc(N(C(=O)c2snc(C(N)=O)c2N)C(C(=O)NC2CCCC2)c2ccncc2)c1 (stereo unspecified) is listed with VIM-2 inh: -1.1; PHOSPHO1 block: 36; OXTR ag: -0.3; GPR7 antag: -14; DNA FID counter: -21; V1R ag counter: -1.1; NS3 helicase inh: -1; IMP-1 inh: -0.8; GalR3 antag: -6
# CC1CC1C(=O)Nc1cc(C(F)(F)F)ccc1N1CCOCC1 (stereo unspecified) is listed with VIM-2 inh: -0.1; PHOSPHO1 block: 10; OXTR ag: -0.8; GPR7 antag: 11; DNA FID counter: -22; V1R ag counter: -1.1; NS3 helicase inh: 5; IMP-1 inh: 2.7; GalR3 antag: -4

# Grouped by structure: the compounds so far with two or more sulfur atoms
SMILES,VIM-2 inh,PHOSPHO1 block,OXTR ag,GPR7 antag,DNA FID counter,V1R ag counter,NS3 helicase inh,IMP-1 inh,GalR3 antag
COC(=O)c1sc(-c2ccc(Cl)cc2)cc1NC(=O)CSCC(=O)O,-0.1,18,5.0,-15,-25,18,29,-3.6,1
O=S(=O)(c1ccc(Oc2ccc(S(=O)(=O)N3CCOCC3)cc2)cc1)N1CCOCC1,-2.5,-16,4.4,0,-1,4.6,4,-2.4,-2
NC(=O)c1ccsc1NC(=O)CSc1nc2ccccc2c(=O)n1CCCO,0.3,-14,7.1,1,-17,11,3,-3.7,-4

# (list continues)
SMILES,VIM-2 inh,PHOSPHO1 block,OXTR ag,GPR7 antag,DNA FID counter,V1R ag counter,NS3 helicase inh,IMP-1 inh,GalR3 antag
O=C(NN=C1CCCC1)C(=O)Nc1cccc(C(F)(F)F)c1,0.2,16,0.3,9,-2,0.5,5,-1.4,-4
O=C1CCCc2oc3ccc(O)cc3c21,0.3,-11,0.3,-9,-2,1.6,-11,-1.3,-4
O=C(NCC1CCCO1)C(c1cccs1)N(C(=O)Cn1nnc(-c2cccs2)n1)C1CCCC1 (stereo unspecified),-1.7,1,0.8,-1,-19,-0.2,5,-2.5,-7
COc1ccc(OCC(O)CN(C)C(=O)C(C)Oc2ccccc2)cc1 (stereo unspecified),-0.2,-167,1.0,10,-21,1.4,-18,-1.0,-5
CC(C)CCOc1cccc(OCC(=O)O)c1,-2.9,14,x,3,-12,x,-2,0.1,3
CN(C(=O)N1CCN(c2ccccn2)CC1)c1ccccc1,-0.6,45,0.0,-1,-14,0.5,7,-1.8,-5
Cc1ccc2oc(C(=O)N(C)Cc3cnccn3)c(C)c2c1,-1.2,13,-0.6,-1,-17,0.4,10,-2.9,2
COc1ccc(S(=O)(=O)NCCCN2CCCC2=O)c(OC)c1,-2.1,27,-0.2,-8,-9,1.0,0,-3.8,-2
COCCSc1ccccc1C(=O)NCCCn1ccnc1,0.4,-7,0.0,-9,0,-0.2,-2,-8.3,3
O=C(NCc1cccnc1)NC1CCCN1S(=O)(=O)c1ccc(Cl)cc1 (stereo unspecified),0.1,9,-1.2,1,-7,0.4,-2,-2.1,-3
O=C(CNS(=O)(=O)c1cccc(Cl)c1)OCc1csc(-c2ccccc2)n1,-0.5,-5,-0.6,-2,-22,3.3,-16,0.7,-5
COc1ccccc1/C=N/N1CCN(Cc2ccccc2Cl)CC1,-1.1,3,-0.8,-13,-20,-0.2,-11,-7.4,-12

# 3 of the compounds above, with bars between the fields.
mol | VIM-2 inh | PHOSPHO1 block | OXTR ag | GPR7 antag | DNA FID counter | V1R ag counter | NS3 helicase inh | IMP-1 inh | GalR3 antag
O=C(NCc1cccnc1)NC1CCCN1S(=O)(=O)c1ccc(Cl)cc1 (stereo unspecified) | 0.1 | 9 | -1.2 | 1 | -7 | 0.4 | -2 | -2.1 | -3
O=C(NN=C1CCCC1)C(=O)Nc1cccc(C(F)(F)F)c1 | 0.2 | 16 | 0.3 | 9 | -2 | 0.5 | 5 | -1.4 | -4
COCCSc1ccccc1C(=O)NCCCn1ccnc1 | 0.4 | -7 | 0.0 | -9 | 0 | -0.2 | -2 | -8.3 | 3
